Insulin prom inh – TRM-6 insulin promoter activity inhibition | TRM-6 cells (human fetal islet line), insulin promoter-eGFP reporter, imaging; reporter expression induced with tamoxifen | inhibition, % at 2 µM | 130,000 tested, 0.9% active;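 active = inhibition above the mean plus 3 SD, with well images judged a real hit on visual review, cut at about 60% in these data, passing the limit was not always enough; inconclusive = inhibition over the cutoff but images rejected on review; inactive = inhibition not above the cutoff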
sdo1 growth – sdo1-depleted yeast growth rescue; z-score at 10 µM; AID 817; S. cerevisiae sdo1-depleted JHY4D growth rescue, OD600 30 h; hits give high values; pdr5 snq2 efflux-pump mutant strain; 140,000 tested, 0.21% active;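 active = z-score above 3 at both the 24 hr and the 30 hr optical density reads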;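 note: z-score against mean and SD of all compound wells on the same plate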
sdo1 growth Rescue 24 h – also measured in sdo1 growth; calls as there; z-score; S. cerevisiae sdo1-depleted JHY4D growth rescue, OD600; measured here: growth rescue at 24 h;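 0 is the plate mean of compound wells and units are plate SD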
An asterisk follows results filed as active; ? = inconclusive; / = no result given; [ ] = dose if it differs, or a comment. A portion of the library; count on the stated rates, not on these rows.

SMILES	Insulin prom inh	sdo1 growth	sdo1 growth Rescue 24 h
CC(C)C1CC(CCN2CCCCC2)(c2ccccc2)CCO1 (stereo not given)	-47	/	/
Cc1cc(N(C)C)c(C#N)c(N2CCOCC2)n1	/	0.61	1.1
COCC(=O)Nc1ccccc1-c1ccccc1	20	/	/
CN(Cc1ccccc1)S(=O)(=O)c1cccc2nsnc12	45	/	/
O=C(NC1CCCCC1)NC1CC2CCC(C1)N2C(=O)NCc1ccccc1 (stereo not given)	21	0.87	1.7
C=C(C)Cn1c(N2CCN(CC)CC2)nc2c1c(=O)[nH]c(=O)n2C	/	1.1	1.3
Cc1nnc(SCc2nc3ccccc3[nH]2)s1	/	1.2	1.7
CC(=O)N1CCc2cc(Br)cc(S(=O)(=O)N3CCN(C(=O)c4ccco4)CC3)c21	-27	0.09	0.09
CCOC(=O)C(CCc1nnc(N)s1)C(=O)OCC	-19	-0.15	-0.97
Cc1cccc(S(=O)(=O)Nc2cccc(-c3cn4ccsc4n3)c2)c1	/	-2.2	-1.1
O=C(/C=C\NCC(=O)c1ccccc1)c1ccc2ccccc2c1	/	-0.09	-0.06
CCCC(=O)Nc1ccc(NC(=O)c2cccs2)cn1	-170	1.8	1.5
CCCCC(c1nnnn1Cc1ccco1)N1CCN(c2nc3ccccc3s2)CC1 (stereo not given)	/	-2.3	-1.3
NS(=O)(=O)c1ccc(NC(=S)NCc2ccc(F)cc2)cc1	-6	/	/
Cc1ccc(OCC(=O)N(C)CC(=O)Nc2ccc(F)cc2)c([N+](=O)[O-])n1	-7	-0.44	-0.19
COc1ccc(N2CCN(CCCNC(=O)C3CCN(S(=O)(=O)N4CCOCC4)CC3)CC2)cc1	17	/	/
Cc1ccccc1OCC(=O)NCC(=O)N/N=C/c1cccc([N+](=O)[O-])c1	12	/	/
O=C(Nc1ccc(Cl)cc1)N1CCN(c2ccccc2)CC1	62	-0.66	-0.62
O=C(CCCCC(=O)NC1CCCC1)NC1CCCC1	7	1.1	0.7
CCC(Sc1nc(N)c(NC(=O)c2ccc(OC)c(OC)c2)c(=O)[nH]1)C(=O)OC (stereo not given)	/	1	0.83
CC(=O)Nc1ccc(S(=O)(=O)Nc2nc(-c3ccc(C(C)(C)C)cc3)cs2)cc1	7	0.06	0.4
N=C1c2ccccc2CN1c1ccc(S(=O)(=O)N2CCCCC2)cc1	-33	/	/
CN(C)c1nc(Oc2ccc(OCCOc3ccccc3)nn2)nc(N(C)C)n1	29	/	/
COc1ccc(CN(C)CCc2ccccn2)cc1OC	?	-0.15	-0.49
O=C(NCc1ccc(OC(F)(F)F)cc1)C1CC(c2ccccc2[N+](=O)[O-])=NO1 (stereo not given)	7	-0.64	-0.72

2 neighbouring compounds from above, quoted:
SMILES	Insulin prom inh	sdo1 growth	sdo1 growth Rescue 24 h
O=C(/C=C\NCC(=O)c1ccccc1)c1ccc2ccccc2c1	/	-0.09	-0.06
CCCC(=O)Nc1ccc(NC(=O)c2cccs2)cn1	-170	1.8	1.5

Further records
SMILES	Insulin prom inh	sdo1 growth	sdo1 growth Rescue 24 h
CCN(CC(=O)Nc1ccc(OC)c(Cl)c1)CC(=O)NC(C)C	-125	/	/
CC(C)(C)c1ccc2c(c1)N(CC(=O)O)C(=O)CO2	/	0.15	0.27
Cc1ccc2c(c1)N(CCC(=O)NC1CC1)C(=O)C(C)O2 (stereo not given)	12	-0.04	-0.27
Cc1ccc(NC(=O)COc2ncnc3sccc23)cc1S(=O)(=O)N(C)C	-17	/	/
CCc1nc(N)c(C#N)c(-c2cccnc2)c1C	27	1.1	1.1
Cc1ccccc1NC(=O)Cn1nnc2c(cnn2-c2ccc(F)cc2)c1=O	/	-1.5	-0.79
Cc1ccc(C(C)C)c(OCC(=O)NN=C2CCCCCCC2)c1	/	0.4	-0.11
CC(=O)N/C(=C/c1ccc2c(c1)OCO2)C(=O)NCCCO	-5	0.98	-0.33
Cc1cc(C(=O)CSc2nnc(-c3ccc(Cl)cc3)n2CC2CCCO2)c(C)n1C (stereo not given)	-47	-0.54	-0.92
Cc1ccc2nc(C)c(C(=O)N/N=C/c3ccco3)cc2c1	22	1.6	0.46
O=C1c2ccccc2-c2cccc(C(=O)N3CCCCCC3)c21	0	-1.6	-1
CCOc1ncnc2c1oc1nc(CC(C)C)c3c(c12)CC(C)(C)OC3	-29	-0.78	-0.32
Cc1ccc(S(=O)(=O)/N=C2/NC(=O)/C(=C/c3cccnc3)S2)cc1	29	1.4	0.84
CN(C)CCCN(C(=O)c1ccco1)c1nc2ccc(Br)cc2s1	-72	/	/
CCOc1cccc(OCCOCCn2cnc3ccccc3c2=O)c1	-103	0.95	0.94
CC(=O)COC(=O)C1CC(=O)N(c2ccc(C)c(C)c2)C1 (stereo not given)	-164	/	/
O=C(c1cccnc1)N1CCN(c2ccc3ccccc3n2)CC1	-73	/	/
FC(F)(Cl)c1nnc2ccc(Sc3ccccn3)nn12	57	/	/
CCCc1nc(SCc2ccccc2Cl)n[nH]1	-7	0.3	-0.31
CN1CCN(c2nc(C#N)cc(-c3ccccc3)n2)CC1	8	1.1	2.7
COc1ccc(C(C)=O)cc1CN1C(=O)NC2(CCCCC2C)C1=O (stereo not given)	-26	-0.51	-0.49
COc1ccc(CN2CC(C(=O)NCCN3CCOCC3)CC2=O)cc1 (stereo not given)	25	-0.26	0.07
O=S(=O)(c1cccs1)N1CCN(Cc2nc3ccccc3s2)CC1	25	-1.7	-1.2
CC1(C)CC(=O)C(N=Nc2c(Cl)cc(Cl)cc2Cl)=C(O)C1	/	-0.46	-0.54
N#Cc1cc(Oc2ccc(Cl)cc2)c(N2CCOCC2)cc1C#N	-25	-0.38	-0.43

Further structures follow:
SMILES	Insulin prom inh	sdo1 growth	sdo1 growth Rescue 24 h
COc1ccc(N2CCN(C(=O)CSc3nnc4c(C)cc5ccccc5n34)CC2)cc1	-13	-0.54	-0.63
CCc1nc(SCC(=O)Nc2ccnc3ccccc23)n[nH]1	-131	0.98	3
CCCc1[nH]nc2c1C(c1ccccc1OCC)C(C#N)=C(N)O2 (stereo not given)	/	-0.08	0.51
Cc1cc(C)nc(NS(=O)(=O)c2ccc(N/C=C3\CCCC3=O)cc2)n1	-11	1.2	2
CCOC(=O)c1nn(-c2ccc(Cl)cc2)c2nc(CC)c(C#N)c(=O)n12	17	-0.61	0.03
CCOc1ccc(-n2c(-c3ccccc3)c[n+]3c2CCCCC3)cc1	/	1.3	1.2
CC(NC(=O)c1ccco1)C(=O)N1CCc2ccccc2C1 (stereo not given)	38	0.25	0.69
CN(c1ccc(C(=O)Nc2ccc(Cl)cn2)cc1)S(=O)(=O)c1ccccc1	24	/	/
CC(NC(=S)Nc1cccc(C(F)(F)F)c1)C(C)(C)C (stereo not given)	-24	/	/
O=C(NCCc1c[nH]c2ccccc12)/C(=C\c1cccnc1)NC(=O)c1ccco1	0	2.1	0.65
O=C(CN(c1cccc(Cl)c1)S(=O)(=O)c1ccc(Cl)cc1)N1CCc2ccccc2C1	-67	-1	0
O=C(Nc1cccnc1)c1coc(=O)c2ccccc12	/	1.2	0.2
O=C(N/N=C/c1ccc[nH]1)c1cccnc1	-26	0.75	0.37
C[C@@H](C(=O)NCc1ccccn1)[C@@H]1C[C@@]1(C)[C@@H](NC(=O)OCc1ccccc1)c1ccccc1	45	0.26	0.77
O=S(=O)(c1ccccc1)c1nc(-c2ccccc2)oc1N1CCCCC1	-47	-0.75	-0.19
O=C(COc1ccccc1-c1ccccc1)N/N=C/c1cccc2ccccc12	-150	-0.63	-0.1
CC1CCCC(C)N1CCNC(=O)C1CCN(S(=O)(=O)N2CCCCC2)CC1 (stereo not given)	36	0.42	0.19
COc1ccc(OC)c(NC(=O)c2ccccc2NS(=O)(=O)c2cccc3cccnc23)c1	-27	-0.12	1.4
CCOc1ccc(CC(C(=O)NN)C(=O)NN)cc1CN(C)C	43	1.2	1.4
CCOCCCNC(=O)C(NC(=O)c1ccc(NC(C)=O)cc1)c1ccccc1 (stereo not given)	-61	0	-0.33
Clc1cccc(COn2c(-c3ccc(Cl)cc3Cl)nc3ncccc32)c1	-32	-1.4	-0.42
CCN(CC)C(=S)SCC(=O)NC12CC3CC(CC(C3)C1)C2	36	-1.5	-1.6
CC1CCN(C(=O)CSc2nc(N)c3c4c(sc3n2)CN(C)CC4)CC1	-19	-0.37	-0.79
Cc1ccc(NC(=O)c2c(C)nn(-c3ccccc3)c2Cl)c(C)c1	-90	-0.42	-0.13
CCSc1nc2ccccc2n1C(=O)/C=C\c1ccc(OC)c(OC)c1	/	-0.61	0.97

(further entries)
SMILES	Insulin prom inh	sdo1 growth	sdo1 growth Rescue 24 h
COc1ccc(OC)c(C(=O)CC2OC(=O)c3ccccc32)c1 (stereo not given)	/	0.3	0.35
O=C(O)/C(=C\c1ccco1)NC(=O)c1cccc2ccccc12	49	1.7	1.6
CC1=C(C(=O)NCCCOC(C)C)C2(CCC(C)CC2)OC1=O (stereo not given)	/	-0.05	-0.37
Cc1cc(C)c2nc(N3CCC(C(=O)N4CCCC4)CC3)sc2c1	/	-0.1	-0.24
CCCCCn1c(C(Cc2ccccc2)NC(=O)COC)nc2ccccc21 (stereo not given)	/	-1.4	-1.4
COc1ccc(-c2nc(NC(=O)c3ccc(OCC(=O)N4CCOCC4)c(OC)c3)sc2C)cc1	25	0.03	0.91
Clc1cccc(OCCn2cncn2)c1Cl	48	0.02	-0.03
CCOC(=O)c1ccc(N2C(=O)CC(NC3CCN(C(=O)c4cccc(Cl)c4)CC3)C2=O)cc1 (stereo not given)	-56	0.48	0.38
O=c1ccc(=O)n2n1CC(O)C2	/	0.8	1.2
O=C(O)C1CCCCC1C(=O)Nc1nccs1 (stereo not given)	/	0.23	0.06
Cn1cc(SCC(=O)O)c2ccccc21	83*	0.4	0.37
O=C(CNC(=O)c1ccc(Cl)cc1Cl)OCc1nc2ccccc2s1	26	-0.44	-1.3
CC(C)(O)C#Cc1ccc(C(=O)NC(CCCNC(N)=O)C(=O)O)s1 (stereo not given)	11	/	/
O=C(O)CC(Cn1[nH]nnc1=S)c1ccccc1 (stereo not given)	-217	0.1	-0.72
C=C(C)Cn1c(-c2ccc(OC)cc2)nc2ccccc21	50	-1.6	-1.7
CC(NC(=O)c1cccs1)C(c1cccs1)N1CCN(c2ccccc2)CC1 (stereo not given)	-67	-1.9	-1.1
CC(C)(C)c1ccc(CN2N=C(/C=C/c3ccccc3)CCC2=O)cc1	23	/	/
O=C(CCCN1C(=O)c2ccccc2C1=O)N1CCCCC1	-39	1	1
COc1ccc(CC(=O)Nc2ccc(-c3noc(-c4ccc(Cl)cc4)n3)cc2)cc1	-9	-0.9	-0.29
CCOC(=O)Cc1csc(SCC(=O)NC2CCCC(C)C2C)n1 (stereo not given)	/	-0.16	-0.74
Cc1cc(C)c(S(=O)(=O)c2c(C)cccc2C)c(OCC(C)C)n1	/	0.08	0.6
Cc1ccc(OCCN2C(=O)c3ccccc3C2=O)c(C)c1	33	-0.91	-0.83
COc1ccc(-c2ncccc2OC(=O)C23CC4CC(CC(C4)C2)C3)cc1OC	15	-0.86	-1.1
Cc1cc(C)cc(N(C(=O)c2ccc(Br)o2)C2C=CS(=O)(=O)C2)c1 (stereo not given)	-26	/	/
Cc1ccc(C(=O)COc2cccc(NC(=O)c3ccco3)c2)cc1	-13	0.09	-0.57

An excerpt from above in order of their number in Insulin prom inh, descending:
SMILES	Insulin prom inh	sdo1 growth	sdo1 growth Rescue 24 h
CN(Cc1ccccc1)S(=O)(=O)c1cccc2nsnc12	45	/	/
CCN(CC)C(=S)SCC(=O)NC12CC3CC(CC(C3)C1)C2	36	-1.5	-1.6
CCOC(=O)c1nn(-c2ccc(Cl)cc2)c2nc(CC)c(C#N)c(=O)n12	17	-0.61	0.03

Other records:
SMILES	Insulin prom inh	sdo1 growth	sdo1 growth Rescue 24 h
CCOC(=O)N1CCN(S(=O)(=O)c2ccc3c(c2)SCC(=O)N3)CC1	/	0.05	0.29
Cc1ccc(Nc2nnc(SCC(=O)Nc3ncc(S(=O)(=O)c4ccc([N+](=O)[O-])cc4)s3)s2)cc1	-4	-1.1	-0.48
COc1ccc(/C=N/OCC(=O)NCc2cccs2)c(OC)c1	/	-0.22	-0.85
O=C(NCc1cccnc1)c1ccc(NC(=O)c2ccco2)cc1	79*	0.68	0.66
Cc1ccc(O)c(C(=O)c2cc(C#N)c3nc4ccccc4n3c2)c1	0	/	/
CCN(CC)CCNc1ccc2nnc(CCNS(=O)(=O)c3ccc(C)cc3)n2n1	33	/	/
Cc1ccc(NC(=O)CSc2ncnc3ccccc23)cc1S(=O)(=O)N1CCCCCC1	-13	-0.85	-0.1
O=C(COc1ncnc2ccccc12)N1CCN(C(=O)c2ccco2)CC1	23	0.8	0.79
COc1ccccc1C(=O)N1CCN(c2cccc(Cl)c2)CC1	/	-0.07[8.1 µM]	-0.1
COC(=O)C1(CCSC)NC(c2ccc(O)cc2)C2C(=O)N(c3ccc4c(c3)OCCO4)C(=O)C21 (stereo not given)	-34	-0.35	-1.1
O=C1CC(C(=O)Nc2ccccc2)S/C(=N\NC(=O)c2ccccc2Cl)N1 (stereo not given)	-10	/	/

Full records, quoted from the list. Values in the order: Insulin prom inh | sdo1 growth | sdo1 growth Rescue 24 h
Entry for `O=C(COc1ncnc2ccccc12)N1CCN(C(=O)c2ccco2)CC1` → 23 | 0.8 | 0.79
Entry for `COC(=O)C1(CCSC)NC(c2ccc(O)cc2)C2C(=O)N(c3ccc4c(c3)OCCO4)C(=O)C21` (stereo not given) → -34 | -0.35 | -1.1
Entry for `Cc1ccc(Nc2nnc(SCC(=O)Nc3ncc(S(=O)(=O)c4ccc([N+](=O)[O-])cc4)s3)s2)cc1` → -4 | -1.1 | -0.48
Entry for `Cc1ccc(O)c(C(=O)c2cc(C#N)c3nc4ccccc4n3c2)c1` → 0 | / | /
Entry for `Cc1ccc(NC(=O)CSc2ncnc3ccccc23)cc1S(=O)(=O)N1CCCCCC1` → -13 | -0.85 | -0.1

Bioassay records deposited in PubChem BioAssay by several laboratories.
